# Screening results deposited in PubChem BioAssay by National Center for Advancing Translational Sciences (NCATS).
# TGFb inhibitor = TGF-b pathway inhibition; HepG2 CAGA-GFP TGF-b/SMAD3 reporter, GFP fluorescence, 18 h; TGF-beta stimulated, 500 pg/mL final; Potency, µM (top dose mostly 46.1 µM), for inactives: top-dose activity, negative = inhibition, hits mostly inhibitors; 410,000 tested, 1.2% active; further: potency means the concentration at half of the fitted maximal effect; on the % scale 0 is the no-effect control and ±100 the full control effect; nearly all actives have a fitted effect of over 65% in size
#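 Per well, imaged GFP fluorescence of HEPG2 CAGA-GFP cells gives the signal; cells get compound, then TGF-beta (500 pg/mL final), 18 h at 37 degrees C; %Activity versus -TGF-beta and +DMSO controls.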
# MCF10A rereplic = DNA re-replication induction in MCF 10a cells; Potency, µM (highest dose often 46.1 µM), for inactives: at the highest dose activity, positive = re-replication, most hits filed as activators; 350,000 tested, 2.9% active; MCF 10A DNA re-replication, Hoechst nuclear intensity, 48 h; AID 624296; further: potency means the concentration at half of the fitted maximal effect; % of control where 0% means no effect; nearly all actives have a fitted effect of over 50% in size
# HepG2 tox = HepG2 cytotoxicity, counter-screen for TGF-b inhibitors. HepG2 CAGA-GFP viability, ATP luminescence, 18 h. Potency, µM (top dose mostly 46.1 µM), for inactives: top-dose activity change, negative = cytotoxicity, hits mostly cytotoxic. 410,000 tested, 0.76% active; further: potency means the concentration at half of the fitted maximal effect; some results filed as inactive show a strong effect at the top dose
#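 CellTiter-Glo luminescence gave cytotoxicity after 18 hours at 37 degrees C. The cells were HepG2 CAGA-GFP in 1% FBS DMEM, stimulated with 500 pg/mL TGF-beta after compound addition. %Activity was normalised to no-cell wells (complete cell-killing) and DMSO (no toxicity), and curves were fitted and classified.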
# ATXN2 expr inh = reduces ATXN2 reporter expression in HEK-293 cells | HEK-293 ATXN2-luciferase reporter, luminescence, 24 h | 360,000 tested, 0.72% active | Potency, µM (top dose mostly 57 µM), inactives show at the top dose activity change, negative = inhibition, hits mostly inhibitors; further: potency means the concentration at half of the fitted maximal effect; on the % scale 0 is the no-effect control and ±100 the full control effect; nearly all actives have a fitted effect of over 55% in size
#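 qHTS (up to 57 uM final) was run with 24 h compound exposure of reporter cells at 37 °C. Each well was multiplexed: SteadyGlo luminescence measured ATXN2-luciferase expression after a fluorogenic Gly-Phe-AFC viability readout (25 uM final).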
# Nrf2 ARE act = activators of Nrf2 (ARE) signaling. AREc32 ARE-luciferase reporter (MCF7-derived line), luminescence, 24 h. Potency, µM (doses to about 46.1 µM), inactives show top-dose activation, most hits filed as activators. 410,000 tested, 0.31% active. AID 624171; further: potency means the concentration at half of the fitted maximal effect; % of control where 0% means no effect; nearly all actives have a fitted effect of over 65% in size
#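 AREc32 cells carrying an ARE-driven firefly luciferase, 1000 cells/well in OPTI-MEM with 5% FBS, dosed after overnight attachment and incubated 24 hr at 37 deg C. Steady-Glo luminescence read after 30 min at RT.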
# IL1B secr inh = inhibitors of inflammasome signaling (IL-1 beta secretion); THP-1 LPS/ATP IL-1B secretion, AlphaLISA, 16 h; hits give low values; activity change, % at 57.5 µM; 360,000 tested, 4.7% active; AID 743279; in the data active means activity change below about -50%; inconclusive means mostly about -30% to -49%; further: on the % scale 0 is the no-effect control and ±100 the full control effect
#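 Secreted IL-1B measured by AlphaLISA bead assay after 16 h compound exposure of THP-1 cells; compounds (final up to 57.5 uM) added 1 h before LPS (250 ng/mL) and ATP (1.25 mM) stimulation; lower signal means less secretion.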
# A549 tox = counter-screen for Nrf2 inhibitors: cytotoxicity in A549 cells. A549 ARE-Fluc cells, CellTiter-Fluor viability, 18-24 h. Potency, µM (titrated, usually from 46 µM), without a hit: top-dose activity change, negative = cytotoxicity, usual class: inhibitors. 390,000 tested, 0.16% active. AID 504648; further: potency means the concentration at half of the fitted maximal effect; on the % scale 0 is the no-effect control and ±100 the full control effect
#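 A549 ARE_Fluc cells in 5% FBS OPTI-MEM were exposed to compounds in concentration-response for 18-24 h at 37 deg C. Viability was read by CellTiter-Fluor fluorescence (Ex 405/Em 525) after 30 min, before the luciferase read.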
# Nrf2 inh = Nrf2 pathway inhibition. Potency, µM (doses to about 46 µM), inactives show top-dose activity change, negative = inhibition, hits mostly inhibitors. A549 ARE-Fluc reporter, luciferase luminescence, 18-24 h. 360,000 tested, 2.1% active; further: potency means the concentration at half of the fitted maximal effect; on the % scale 0 is the no-effect control and ±100 the full control effect; nearly all actives have a fitted effect of over 60% in size
#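 Reporter: ARE-Fluc in A549. Exposure: 18-24 h, 37 °C, 5% CO2, 5% FBS OPTI-MEM. Readouts: fluorescent cytotoxicity (CellTiter-Fluor), then luminescent Nrf2 signal after BugLite.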
# ATXN viability = cell viability loss in ATXN counter-screen. S2 cells (HEK-293 line with an ATXN2-luciferase reporter) viability, CellTiter-Fluor protease fluorescence, 24 h. Potency, µM (doses to about 56.7 µM), most hits filed as cytotoxic. 400,000 tested, 0.49% active; further: potency means the concentration at half of the fitted maximal effect; nearly all actives have a fitted effect of over 40% in size
# Active calls of the source: *; i = inactive; u = inconclusive; x = not tested or not shown; [ ] = another dose, or the depositor's remark. Unless noted, the call rests on the fitted dose curve; in most records, active means well fitted curve in the direction sought with a large enough effect; inconclusive means small, poorly fitted or top-dose-only effect, or another doubt; inactive means no such curve, though single readings can be large; an effect the other way counts as inactive or inconclusive. No enrichment for hits. About 8.8% of those tested had a hit in this group.
# Below each SMILES: TGFb inhibitor	MCF10A rereplic	HepG2 tox	ATXN2 expr inh	Nrf2 ARE act	IL1B secr inh	A549 tox	Nrf2 inh	ATXN viability
> Cc1ccc(-c2nc(CS(=O)(=O)CC(=O)NC3CCCCC3C)c(C)o2)cc1 (stereo not given)
→ u	4%	-43%	-8%	-1.4%	-9	-7%	0%	u
> Nc1c(Cl)cc(-c2csc(N3CCCC3c3nc4cc(Cl)c(N5CCCCC5)cc4n3CCOCCO)n2)cc1Cl (stereo not given)
→ -26%	25%	-18%	-1%	3.7%	-11	2%	-30%	i
> O=C(NC1CCCc2c1cnn2-c1ccc(F)cc1F)c1ccccc1N1CCOCC1 (stereo not given)
→ u	0%	0%	-9%	3.4%	4	-5%	-2%	i
> N#Cc1ccccc1OCC(=O)NCC(c1cccs1)N1CCOCC1 (stereo not given)
→ 5%	-27%	1%	3%	2.7%	30	-2%	-5%	i
> Cc1ccc(Cl)cc1NC(=O)C1CC1c1ccccc1 (stereo not given)
→ 15%	28%	0%	-12%	-0.6%	-12	4%	-7%	i
> Cc1ccc(-c2nnc(Nc3ccc(C(=O)N(C)C)cc3)c3ccccc23)cc1S(=O)(=O)N(C)C
→ -20%	x	-2%	-1%	1.6%	x	-7%	u	i
> COc1ccccc1NCC(=O)NC(=O)NC1CCCCC1
→ -3%	-40%	-4%	-7%	2.5%	-13	-8%	-1%	i
> Cc1nn(C)cc1/C=N\NC(=O)c1ccc(Cn2cc(Cl)cn2)cc1
→ 11%	u	27%	-1%	0.3%	13	6%	-3%	i
> CCN(C(=O)COC(=O)C1CCN(S(=O)(=O)c2ccc3c(c2)OCCO3)CC1)C1CCS(=O)(=O)C1 (stereo not given)
→ 19%	-3%	1%	7%	0.2%	7	4%	0%	i
> CSCC[C@H](NC(=O)C1=NN(c2c(F)c(F)cc(F)c2F)C(=O)CC1)c1nc2ccccc2[nH]1
→ 0%	12%	-23%	-10%	-0.2%	0	4%	-9%	i
> O=[N+]([O-])c1ccc(OCCCn2cncn2)cc1
→ -8%	-7%	13%	-19%	-0.4%	8	-3%	1%	i
> CCC(C)c1ccccc1N1CC(C(=O)N2CCN(c3ccccc3)CC2)CC1=O (stereo not given)
→ -20%	1%	-5%	2%	-0.1%	-3	-9%	-18%	i
> O=C(O)C12C3CCC(O3)C1(C(=O)O)C1CCC2O1 (stereo not given)
→ -13%	-11%	1%	8%	0.5%	17	4%	15%	i
> CN(c1ccc(F)cc1)S(=O)(=O)c1ccc(Cl)c(C(=O)Nc2ccc3c(c2)CCC3)c1
→ 11µM*	u	1%	-10%	0.6%	-17	1%	u	i
> COc1cc(/C=C2\SC(=S)N(c3cccnc3)C2=O)ccc1O
→ 4%	-2%	-1%	x	0.1%	19	11%	10%	i
> CCOc1ccc(-c2cc(CCCC(=O)NCCc3ccc(OC)c(OC)c3OC)no2)cc1
→ -5%	-20%	10%	u	-2.1%	1	-2%	x	i
> Cc1cc2c(cc1C)NC(CC(=O)Nc1ccccc1SC(F)(F)F)C(=O)N2 (stereo not given)
→ 22%	x	7%	26%	0.6%	x	-2%	6%	x
> COc1ccc(-c2csc(NC(=O)CSc3nnnn3C)n2)cc1OC
→ -8%	-1%	-17%	3%	-0.1%	-22	-7%	-2%	i
> O=C(Nc1cnc2ccccc2c1)N1CCCCC1
→ 27%	-1%	-38%	-11%	-0.7%	-4	0%	u	i
> COc1cc2c(cc1OC)CN(c1nc(CN3CCCCC3)nc3sc4c(c13)CCCC4)CC2
→ 9%	u	11%	-12%	0.0%	-11	-10%	-14%	u
> Cc1nc(SCC(=O)Nc2c(C)n(C)n(-c3ccccc3)c2=O)n[nH]1
→ 3%	2%	-7%	-20%	-0.4%	5	-4%	5%	i
> CCOc1ccc2c(c1)C(=NNC(=O)c1ccccn1)c1cc(OCC)ccc1-2
→ -7%	-3%	-39%	2%	-0.2%	10	8%	4%	i
> COC(=O)C1=C(CN2CCCc3ccccc32)NC(=O)NC1c1ccc(F)cc1 (stereo not given)
→ u	2%	-6%	u	-1.1%	-14	-1%	u	u
> CCCCNC(=O)C1CCN(Cc2ccc(OCc3ccccc3)cc2)CC1
→ 48%[activator]	26%	-20%	7%	0.6%	-8	-25%	u	i
> O=C(Nc1cc(S(=O)(=O)N2CCOCC2)ccc1N1CCOCC1)c1cccc(Cl)c1
→ -7%	x	-27%	x	0.4%	-26	x	x	u
> COc1cc(/C=C(\C#N)c2nc3ccccc3[nH]2)cc(Cl)c1OCc1ccccc1Cl
→ -2%	x	-20%	1%	-0.8%	x	-2%	u	x
> O=c1[nH]cc(C(F)(F)F)cc1NS(=O)(=O)c1ccc([N+](=O)[O-])cc1
→ 9%	-2%	-28%	-6%	2.0%	-12	1%	0%	i
> CCc1cccc(NC(=O)c2cc3c(s2)-c2ccccc2OC3)c1
→ u	x	-22%	4%	5.1%	x	2%	3%	i
> COc1ccc(Cc2nc3ccc(C(=O)NCc4cccc(C)n4)cc3o2)cc1OC
→ 10%	x	0%	x	0.3%	u	x	x	i
> CC(=O)OC1c2ccccc2C(=O)N1Cc1ccccc1 (stereo not given)
→ 6%	-2%	-2%	7%	-0.3%	10	5%	2%	i

# For convenience, part of the list above:
# Below each SMILES: TGFb inhibitor	MCF10A rereplic	HepG2 tox	ATXN2 expr inh	Nrf2 ARE act	IL1B secr inh	A549 tox	Nrf2 inh	ATXN viability
> Cc1ccc(-c2nnc(Nc3ccc(C(=O)N(C)C)cc3)c3ccccc23)cc1S(=O)(=O)N(C)C
→ -20%	x	-2%	-1%	1.6%	x	-7%	u	i
> COc1ccccc1NCC(=O)NC(=O)NC1CCCCC1
→ -3%	-40%	-4%	-7%	2.5%	-13	-8%	-1%	i
> Cc1nn(C)cc1/C=N\NC(=O)c1ccc(Cn2cc(Cl)cn2)cc1
→ 11%	u	27%	-1%	0.3%	13	6%	-3%	i
> CCN(C(=O)COC(=O)C1CCN(S(=O)(=O)c2ccc3c(c2)OCCO3)CC1)C1CCS(=O)(=O)C1 (stereo not given)
→ 19%	-3%	1%	7%	0.2%	7	4%	0%	i
> CSCC[C@H](NC(=O)C1=NN(c2c(F)c(F)cc(F)c2F)C(=O)CC1)c1nc2ccccc2[nH]1
→ 0%	12%	-23%	-10%	-0.2%	0	4%	-9%	i
> O=[N+]([O-])c1ccc(OCCCn2cncn2)cc1
→ -8%	-7%	13%	-19%	-0.4%	8	-3%	1%	i
> CCC(C)c1ccccc1N1CC(C(=O)N2CCN(c3ccccc3)CC2)CC1=O (stereo not given)
→ -20%	1%	-5%	2%	-0.1%	-3	-9%	-18%	i
> O=C(O)C12C3CCC(O3)C1(C(=O)O)C1CCC2O1 (stereo not given)
→ -13%	-11%	1%	8%	0.5%	17	4%	15%	i

# (continued)
# Below each SMILES: TGFb inhibitor	MCF10A rereplic	HepG2 tox	ATXN2 expr inh	Nrf2 ARE act	IL1B secr inh	A549 tox	Nrf2 inh	ATXN viability
> Cn1c(=O)c2ncn(CC(=O)Nc3ccc4c5c(cccc35)CC4)c2n(C)c1=O
→ -2%	2%	-1%	2%	5.3%	45	-1%	1%	i
> CCCCn1c(N)c(N(Cc2ccccc2OC)C(=O)c2sccc2C)c(=O)[nH]c1=O
→ -1%	3%	0%	-12%	-0.1%	-2	-1%	-9%	i
> CCOC(=O)c1c(NC(=O)COc2ccccc2F)sc2c1CC(C)(C)NC2(C)C
→ -9%	0%	-6%	u	-0.4%	-26	0%	7%	u
> Cc1c(C(=O)OC/C(O)=C(\C#N)c2nc3ccccc3[nH]2)oc2ccccc12
→ 13µM*	15µM*	-56%	u	0.2%	u	-6%	-7%	u
> CC(=O)C1=C(O)C(=O)N(Cc2ccco2)C1c1ccc(F)cc1 (stereo not given)
→ -1%	-2%	-3%	5%	0.3%	35	-1%	-8%	i
> O=C(NCCN=C1NS(=O)(=O)c2ccccc21)c1ccco1
→ u	0%	2%	7%	-0.4%	14	-11%	u	i
> CCNS(=O)(=O)c1ccc(Br)c(C(=O)OC(C)C(=O)NCC2CCCCC2)c1 (stereo not given)
→ -26%	10%	-24%	x	-0.7%	0	0%	7%	i
> COc1ccc(C(=O)Nc2ccc(-c3nc4ccccc4s3)cc2C)cc1Cl
→ 3%	x	3%	46%[activator]	6.4%	x	-11%	29%	i
> Cc1ccc(OCCCCn2c(CCNC(=O)C3CCCCC3)nc3ccccc32)cc1
→ -21%	x	-2%	x	x	x	-4%	-1%	x
> O=C(c1ccccc1)N1CCN(C(=O)C2CC2)CC1
→ 19%	-14%	1%	2%	-0.6%	-3	1%	10%	i
> COc1ccc(CNC(=O)C(Cc2ccccc2)NS(=O)(=O)c2ccc3c(c2)CCN3C(C)=O)cc1 (stereo not given)
→ 14%	x	-6%	8%	2.7%	x	18%	1%	i
> CS(=O)(=O)c1ccc(Cl)c(NC(=O)C2CCCN(C(=O)c3ccc(Cl)cc3)C2)c1 (stereo not given)
→ 4%	-4%	-4%	-15%	-0.5%	18	-1%	-7%	i
> COCC1CCCN(C(=O)c2ccc3oc(C(C)C)nc3c2)C1 (stereo not given)
→ 11%	3%	7%	16%	-0.3%	-6	1%	1%	i
> CCN(CC)S(=O)(=O)c1ccc(C(=O)Nc2cc3oc4ccccc4c3cc2OC)cc1
→ 6%	25%	1%	-28%	-0.3%	27	7%	u	i
> Cc1nc(-c2cccc(S(=O)(=O)N3CCC(C(=O)NCc4ccccc4Cl)CC3)c2)no1
→ u	x	-19%	4%	4.5%	x	12%	x	i
> COc1ccc(C(=O)Nc2nc3c(s2)CCCC3)cc1Cl
→ u	x	-37%	x	24%	x	-5%	u	x
